# Source: PubChem (National Center for Advancing Translational Sciences (NCATS))
# TrxR1 substrate – substrates of rat thioredoxin reductase 1. O89049. purified TrxR1 substrate turnover, NADPH consumption readout. Potency, µM (doses to about 114 µM), without a hit: at the top dose activity change, negative = substrate turnover. 0.01% of 390,000 active; further: potency means the concentration at half of the fitted maximal effect; on the % scale 0 is the no-effect control and ±100 the full control effect; nearly all actives have a fitted effect of over 50% in size
# Target sequence (O89049 whole entry, looked up): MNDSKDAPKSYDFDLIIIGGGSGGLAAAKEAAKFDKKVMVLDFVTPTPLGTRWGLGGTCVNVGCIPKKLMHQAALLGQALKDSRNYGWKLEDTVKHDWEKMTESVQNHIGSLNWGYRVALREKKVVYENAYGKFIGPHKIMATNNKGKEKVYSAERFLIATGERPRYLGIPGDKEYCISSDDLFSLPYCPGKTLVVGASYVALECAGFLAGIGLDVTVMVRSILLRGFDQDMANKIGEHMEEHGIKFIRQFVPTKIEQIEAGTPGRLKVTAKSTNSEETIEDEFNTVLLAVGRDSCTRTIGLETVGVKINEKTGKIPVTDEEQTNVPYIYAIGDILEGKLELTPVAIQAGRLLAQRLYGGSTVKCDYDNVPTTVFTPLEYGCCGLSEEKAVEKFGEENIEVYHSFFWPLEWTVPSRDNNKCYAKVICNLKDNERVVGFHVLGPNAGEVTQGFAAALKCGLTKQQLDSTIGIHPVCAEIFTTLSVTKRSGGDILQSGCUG
#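 Rat TrxR1, dispensed at 90 nM, was prereduced with 400 uM NADPH (final) for 5 min at ~22 deg C, then incubated with compound 15 min before 400 uM selenite. A first-read NADPH fluorescence drop versus no-compound background flagged substrates.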
# TRHR agonist – activates the human TRH receptor | 0.18% of 360,000 active | P34981 | AID 493084 | TRHR cells, calcium flux fluo-8, FDSS agonist mode | activation, % at 2 µM; in the data active means activation above about 30%; further: 0% is about no effect
#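 Agonist-mode FDSS calcium read (Ex 480/Em 530, 1 s cycles) in 1536-well TRHR cells with fluo-8 dye, after 10-cycle baseline and 23 nL compound addition; TRH at EC20 (10 nM final) added afterwards for the enhancer phase.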
# TrxR1 inh – blocks rat thioredoxin reductase 1. O89049. recombinant rTrxR1, NADPH fluorescence consumption, selenite substrate. Potency, µM (highest dose often 114 µM), for the others: at the highest dose activity change, negative = inhibition, most hits filed as inhibitors. 1% of 390,000 active. AID 588453; further: potency means the concentration at half of the fitted maximal effect; on the % scale 0 is the no-effect control and ±100 the full control effect; nearly all actives have a fitted effect of over 65% in size
#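 Rat TrxR1 (90 nM in the dispensed reagent) was pre-reduced with 400 uM NADPH for 5 min at room temperature, then incubated with compound for 15 min. After 400 uM selenite was added, NADPH fluorescence (Ex 340/Em 450 nm) was followed for 8 min.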
# TRHR enhancer – allosterically enhances the human TRH receptor; enhancement, % at 2 µM; 0.66% of 360,000 active; AID 493056; P34981; TRHR cells, fluo-8 calcium fluorescence, EC20 TRH enhancement; in the data active means enhancement above about 30%; further: 0% is about no effect
#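 Enhancer read-out: after compound pinning and an initial kinetic agonist-mode read, an EC20 of TRH (10 nM final) was injected and fluo-8 calcium signal (Ex 480/Em 530) followed at 1 s/cycle for 100 cycles in TRHR-expressing cells.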
# USP1-UAF1 inh – inhibitors of human USP1/UAF1 deubiquitinase; O94782; AID 743255; Potency, µM (doses to about 57.1 µM), for inactives: top-dose activity change, negative = inhibition, hits mostly inhibitors; recombinant USP1/UAF1, Ub-Rhodamine cleavage fluorescence; 0.23% of 390,000 active; further: potency means the concentration at half of the fitted maximal effect; on the % scale 0 is the no-effect control and ±100 the full control effect; nearly all actives have a fitted effect of over 60% in size; inactives centre near -12
#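 USP1/UAF1 complex at 1 nM was preincubated with compound for 15 min at room temperature, then Ub-Rho substrate (150nM final) was added. Fluorescence (480/540 nm) was read kinetically, 6 reads every 60 seconds.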
# D2 agonist – D2 dopamine receptor (human) agonism; HEK293 T-REx D2 cells, calcium flux agonist mode; activation, % at 2 µM; 0.53% of 340,000 active; AID 485358;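 active means activation over 3 SD above normal in the single-dose calcium agonist read, cut at about 30% in these data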; further: 0% is about no effect
#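 Agonism is scored from calcium flux in a force-coupled, inducible HEK293 cell line expressing D2, read kinetically for 180 s after compound addition against dopamine controls.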
# PI4K2A inh – inhibitors of human PI4K2A; Q9BTU6; purified PI4K2A, ADP-Glo luminescence, 1 h; active compounds read low; activity change, negative = inhibition, % at 76.9 µM; 0.13% of 420,000 active; AID 1346378; in the data active means activity change below about -50%; inconclusive means mostly about -30% to -49%;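 further: -100% = wells without enzyme as full effect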
#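 PI4K2A activity was measured by ADP-Glo luminescence: enzyme (4 ug/mL stock) and phosphatidylinositol (1.2 mM stock) in Tris pH 7.5/MgCl2/EGTA/Triton X-100 buffer were reacted with ATP (300 microM stock) for one hour at ambient temperature.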
# D2 antag – antagonizes the human D2 dopamine receptor; HEK293 TREx D2 cells, calcium flux, dopamine EC80; inhibition, % at 10 µM; 2% of 340,000 active; AID 485344; in the data active means inhibition above about 30%; further: 0% is about no effect
#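 Read-out: kinetic calcium fluorescence (1 cycle/s) in inducible HEK293 T-REx D2 cells after an EC80 dopamine addition that followed 180 s compound preincubation. Loss of the dopamine response indicates antagonism.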
# IDH1 R132H inh – inhibitors of human mutant IDH1 R132H; Potency, µM (top dose mostly 76.6 µM), without a hit: at the top dose activity change, negative = inhibition, hits mostly inhibitors; 0.093% of 390,000 active; IDH1-R132H enzyme, NADPH consumption, diaphorase/resazurin fluorescence; further: potency means the concentration at half of the fitted maximal effect; on the % scale 0 is the no-effect control and ±100 the full control effect; nearly all actives have a fitted effect of over 65% in size
# Target sequence (O75874 whole entry R132H, stated change not applied): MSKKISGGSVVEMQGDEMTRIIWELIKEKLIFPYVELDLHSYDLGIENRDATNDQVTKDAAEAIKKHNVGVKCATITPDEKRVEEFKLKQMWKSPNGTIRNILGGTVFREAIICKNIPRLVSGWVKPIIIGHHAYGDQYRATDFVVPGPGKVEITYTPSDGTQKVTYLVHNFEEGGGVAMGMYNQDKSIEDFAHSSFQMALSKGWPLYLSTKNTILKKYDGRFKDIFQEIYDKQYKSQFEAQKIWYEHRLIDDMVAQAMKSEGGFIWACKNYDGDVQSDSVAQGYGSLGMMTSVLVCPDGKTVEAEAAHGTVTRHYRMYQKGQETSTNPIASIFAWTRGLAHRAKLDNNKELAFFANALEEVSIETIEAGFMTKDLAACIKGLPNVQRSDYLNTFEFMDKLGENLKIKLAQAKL
#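 IDH1-R132H (0.5 ug/mL dispensed) in pH 7.5 Tris buffer was preincubated 30 min with compound, then given a substrate mix of 0.016 mM NADPH and 2 mM alpha-KG for 80 min at room temperature; remaining NADPH was read by diaphorase/resazurin fluorescence.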
# An asterisk follows results filed as active; ? = inconclusive; . = not tested or not shown; & = joins results of further samples; [ ] = remark or other dose. Unless noted, the call rests on the fitted dose curve; in most records, active means well fitted inhibition curve with a large enough effect; inconclusive means small, poorly fitted or top-dose-only effect; inactive means no such curve, though single readings can be large or run the other way.
# Sample of the layout:
SMILES,TrxR1 substrate,TRHR agonist,TrxR1 inh,TRHR enhancer,USP1-UAF1 inh,D2 agonist,PI4K2A inh,D2 antag,IDH1 R132H inh
O=C1C(=O)N(Cc2ccccc2)C(=O)N1CCOc1ccccc1,-1%[57.1 µM],-0.4,16%[57.1 µM],-5,-23%,-0.8,0,9,0%
CN(CC(=O)NCc1ccccc1Cl)S(=O)(=O)c1ccc2c(c1)c(=O)n(C)c(=O)n2C,7%,-0.2,25%,-3,-6%,-0.7,-2,.,23%

# Results, from the start:
SMILES,TrxR1 substrate,TRHR agonist,TrxR1 inh,TRHR enhancer,USP1-UAF1 inh,D2 agonist,PI4K2A inh,D2 antag,IDH1 R132H inh
O=C1C(=O)N(Cc2ccccc2)C(=O)N1CCOc1ccccc1,-1%[57.1 µM],-0.4,16%[57.1 µM],-5,-23%,-0.8,0,9,0%
CN(CC(=O)NCc1ccccc1Cl)S(=O)(=O)c1ccc2c(c1)c(=O)n(C)c(=O)n2C,7%,-0.2,25%,-3,-6%,-0.7,-2,.,23%
COc1cc(NCc2ccccc2)c2ncn(C(C)C)c2c1,1%[57.1 µM],-0.2,1%[57.1 µM],1,?,-1.1,-1,-16,?
COc1ccc2oc(C(=O)NCCc3ccccc3)c(C)c2c1,14%,-0.1,-2%,-2,-10%,-0.6,-5,0,0%
CCCOC(=O)c1ccc2c(c1)C(=O)N(c1ccccc1)C2=O,12%,-0.2,24%,5,-12%,0.3,-1,3,1%
Cc1cccc(Nc2c3c(nc4nncn24)CCC3)c1,-2%,-1.2,-9%,4,-13%,1.6,3,.,.
COCCNC(=O)/C(C#N)=C/c1ccc(OCc2ccccc2)cc1,-9%[57.1 µM],-0.1,12%[11.4 µM],-6,-4%,-0.4,14,-5,-3%
CC(Oc1cc(F)ccc1[N+](=O)[O-])C(=O)N(C)CC(=O)Nc1ccccc1C(F)(F)F (configuration not stated),13%[57.1 µM],0.6,23%[57.1 µM],-2,-19%,-0.1,-7,15,17%
CCCCN1C2CCCC1CC(NC(=O)c1cccc(Cl)c1)C2 (configuration not stated),11%,0.5,34%,4,-18%,-0.3,3,31*,5%
CCN(CC)S(=O)(=O)c1ccc(/C=C/C(=O)OCC#N)cc1,1%[57.1 µM],-0.5,9%[57.1 µM],-5,-24%,-1.8,6,0,11%

# Full records as entered above.
# Profile of CN(CC(=O)NCc1ccccc1Cl)S(=O)(=O)c1ccc2c(c1)c(=O)n(C)c(=O)n2C → TrxR1 substrate = 7%; TRHR agonist = -0.2; TrxR1 inh = 25%; TRHR enhancer = -3; USP1-UAF1 inh = -6%; D2 agonist = -0.7; PI4K2A inh = -2; D2 antag = .; IDH1 R132H inh = 23%
# Profile of CC(Oc1cc(F)ccc1[N+](=O)[O-])C(=O)N(C)CC(=O)Nc1ccccc1C(F)(F)F (configuration not stated) → TrxR1 substrate = 13%[57.1 µM]; TRHR agonist = 0.6; TrxR1 inh = 23%[57.1 µM]; TRHR enhancer = -2; USP1-UAF1 inh = -19%; D2 agonist = -0.1; PI4K2A inh = -7; D2 antag = 15; IDH1 R132H inh = 17%
# Profile of CCN(CC)S(=O)(=O)c1ccc(/C=C/C(=O)OCC#N)cc1 → TrxR1 substrate = 1%[57.1 µM]; TRHR agonist = -0.5; TrxR1 inh = 9%[57.1 µM]; TRHR enhancer = -5; USP1-UAF1 inh = -24%; D2 agonist = -1.8; PI4K2A inh = 6; D2 antag = 0; IDH1 R132H inh = 11%

# Continued.
SMILES,TrxR1 substrate,TRHR agonist,TrxR1 inh,TRHR enhancer,USP1-UAF1 inh,D2 agonist,PI4K2A inh,D2 antag,IDH1 R132H inh
COc1ccc(NC(=O)c2nc(C)n(-c3ccc([N+](=O)[O-])cc3)n2)cc1,2%[57.1 µM],-0.2,5%[57.1 µM],-5,-20%,-0.6,6,-6,-2%
CC[C@]12C(=O)N(C)C[C@H]([C@@H]3C(=O)N(Cc4ccccc4)C(=O)[C@@H]31)N2C(=O)c1ccc(C(C)(C)C)cc1,-3%[57.1 µM],.,-9%[57.1 µM],.,-8%,.,7,.,20%
COC(=O)c1ccc(/C=N\n2c(C)nnc2C)cc1,-5%,-1.4,-12%,-6,2%,.,3,.,-2%
Cc1cc(N=Cc2c(O)ccc3cc(Br)ccc23)no1,-3%,-0.1,-9%,3,-18%,1.1,-6,-15,13%
O=Cc1ccc(OC(=O)C2CC(=O)N(c3ccc(F)cc3)C2)cc1 (configuration not stated),5%[57.1 µM],0.3,-10%[57.1 µM],0,-7%,-0.2,2,-1,2%
COC(=O)C1=C(C)N(CC2CC2)C(=NCCN2CCOCC2)N[C@H]1c1ccccc1,7%,-0.2&0.3,20%,-4&-1,-24%,-0.6,1,-3,2%
Cc1cc(CN2CCCC(N3CCc4ccccc4C3)C2)cc(C)c1O (configuration not stated),6%,-0.6,-15%,5,-16%,-0.6,-3,21,8%
COc1ccc(NC(=O)CN(C)C(=O)c2ccccc2OC)cc1,11%[57.1 µM],0.7,13%[57.1 µM],35*,?,0.2,2,-3,12%
CCOC(=O)NC(c1cccc(Cl)c1)C1CCCCCC1=O (configuration not stated),-7%,-1.0,0%,8,-14%,0.5,-1,-26,1%
Cc1ccoc1C(=O)N1CCCCC1C(=O)O (configuration not stated),5%,0.8,17%[57.1 µM],7,-12%,0.7,-19,-2,1%
O=C1c2ccccc2CCc2ccc(Br)cc21,5%,0.0,-5%,8,.,-1.0,1,-2,.
COc1ccc(CC(=O)Nc2ccc3nc(N4CCCCC4)cc(C)c3c2)cc1,28%,-0.2,?,-1,-20%,-0.7,1,.,1%
Cc1csc(=O)n1CCC(=O)OCC(=O)Nc1cc([N+](=O)[O-])ccc1Cl,-6%,-0.5,-2%,1,-20%,-0.1,-6,1,8%
O=c1c2ccccc2nc(SCc2ccccc2)n1Cc1ccco1,-10%,3.4,?,-2,-22%,3.6,-1,4,5%
Cc1ccccc1C(=O)N(Cc1nc2ccccc2c(=O)[nH]1)C1CCCC1,-5%,-0.4,-4%,4,-20%,-0.8,0,2,4%
O=C(CN1CCSC1=NCc1ccccc1)c1ccccc1,9%[57.1 µM],-0.3,10%[57.1 µM],0,-3%,0.6,-2,-19,7%
Cc1cccc(CNC(=O)c2cccc(NC(=O)N3CCSc4ncccc43)c2)c1,7%,-0.4,22%,-5,-10%,0.4,2,.,0%
COc1ccccc1CNC(=O)C(c1ccccc1)c1ccccc1,4%,-0.9,27%,3,-22%,-0.1,6,-12,7%
N#Cc1c(C(F)(F)F)cc(-c2cccs2)nc1SCC(=O)Nc1ccc(F)cc1,73%[activator],4.5,-5%,1,-21%,1.1,-2,.,0%
O=C(COc1cccnc1[N+](=O)[O-])Nc1ccc(N2CCOCC2)cc1,3%[57.1 µM],-1.2,9%[57.1 µM],9,-8%,-0.1,2,-1,1%
CCOc1ccccc1C(=O)Nc1cc2c(cc1N1CCOCC1)n(C)c(=O)n2C,-4%,-1.2,-7%,1,-26%,0.4,-4,.,26%
CCn1c(=O)c2sccc2n2c(CCCC(=O)Nc3ccc(C)cc3)nnc12,4%,0.1,11%,19,-15%,-1.2,-2,.,10%
COc1cccc(CN2CCNC(=O)C2CC(=O)NC2CCCCC2)c1OC (configuration not stated),7%,0.1,?,1,-21%,0.4,-4,20,7%
CCOc1ccc(C(=O)OCC(=O)NCC2CCCO2)cc1 (configuration not stated),5%,.,20%,.,-23%,.,-2,.,2%
O=c1cc(-c2ccccc2)[nH][nH]1,12%,-0.1,27%,-7,-20%,0.0,-1,3,9%
CCOC(=O)c1c(-c2ccccc2)oc2ccc(N(C(C)=O)S(=O)(=O)c3ccccc3)cc12,16%,0.5,32%,-6,-26%,-0.3,-1,.,0%
Cc1nnc(C)n1/N=C/c1ccccc1,4%[57.1 µM],0.2,5%[57.1 µM],-2,-15%,-0.2,10,-18,1%
O=C(CSc1nc2ccccc2n1S(=O)(=O)c1cccc([N+](=O)[O-])c1)NCc1cccs1,-3%,0.1,-8%,5,-18%,0.8,-1,8,6%
COc1cc(/C=N/NC(=O)c2ccncc2)ccc1O,-8%&-3%,0.7&0.5,-1%&-4%,-10&-4,?,1.6&-0.4,0&4,14&19,-8%&-7%
O=C(CSC1=NCCS1)c1ccc(Cl)cc1,-3%,1.2,20%[57.1 µM],21,-8%,4.5,-2,12,-3%
CCCCCC(=O)Nc1nc(C)c(-c2csc(Nc3ccc(Cl)cc3)n2)s1,3%[57.1 µM],2.3,19%[57.1 µM],18,-34%,0.6,-1,-4,-14%
O=C(CSc1ncccn1)N1CCCc2ccccc21,2%[57.1 µM],-0.2,13%[57.1 µM],2,-23%,0.0,-1,10,9%
O=C(c1ccco1)N1CCN(C(=O)c2cc3c(=O)oc4ccccc4c3s2)CC1,1%[57.1 µM],0.6,4%[57.1 µM],0,-26%,0.3,11,-15,1%
CCCCNC(=O)Nc1nc(SCC(=O)OCC)n[nH]1,?,0.0,?,-3,-17%,0.1,6,10,-1%
O=C(NN1CC(=O)N(c2cc(Cl)cc(Cl)c2)CC1=O)c1sccc1Cl,-1%,0.1,22%,8,-3%,1.5,-3,-17,2%

# Two compounds picked at random from the list so far:
SMILES,TrxR1 substrate,TRHR agonist,TrxR1 inh,TRHR enhancer,USP1-UAF1 inh,D2 agonist,PI4K2A inh,D2 antag,IDH1 R132H inh
O=C(NN1CC(=O)N(c2cc(Cl)cc(Cl)c2)CC1=O)c1sccc1Cl,-1%,0.1,22%,8,-3%,1.5,-3,-17,2%
CCCCCC(=O)Nc1nc(C)c(-c2csc(Nc3ccc(Cl)cc3)n2)s1,3%[57.1 µM],2.3,19%[57.1 µM],18,-34%,0.6,-1,-4,-14%

# Outcome played no part in choosing rows. Share with any hit: about 3.9%.
